hK5 inh: inhibitors of human kallikrein 5; Q9Y337; recombinant hK5, fluorogenic AMC substrate cleavage; inhibition, % at 5 µM; 0.59% of 210,000 active; AID 873;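 active = inhibition of 40% or more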;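 also: 0% = enzyme controls without compound and 100% = no-enzyme blanks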
Target sequence (Q9Y337 67-293 limits assumed): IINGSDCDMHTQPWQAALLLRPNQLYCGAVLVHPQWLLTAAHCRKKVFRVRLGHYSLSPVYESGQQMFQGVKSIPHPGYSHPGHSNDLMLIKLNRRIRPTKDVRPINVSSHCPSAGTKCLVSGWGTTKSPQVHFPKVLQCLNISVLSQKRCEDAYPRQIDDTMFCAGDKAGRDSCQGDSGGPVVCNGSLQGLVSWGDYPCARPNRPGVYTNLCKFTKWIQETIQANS
FXIIa inh: inhibitors of human coagulation factor XIIa | inhibition, % at 5 µM | 0.3% of 220,000 active | P00748 | purified FXIIa, Boc-QGR-AMC fluorogenic substrate, 2 h; in the data active = inhibition above about 40%;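 also: 0% = enzyme with no compound and 100% = blank without enzyme; many of its hits are not listed in these tables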
14-3-3 Bad PPI: disrupts binding of bovine 14-3-3 zeta to phospho-Bad peptide. TR-FRET 14-3-3zeta/Dy647-pBad peptide displacement, 1 h. inhibition, % at 21.7 µM. 0.71% of 220,000 active. P63103;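 active = inhibition above about 70%, limit read from the data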;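 also: 0% = full 14-3-3 plus peptide FRET controls and 100% = background without 14-3-3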
FXIa inh 1536: inhibitors of human coagulation factor XIa; 0.14% of 220,000 active; AID 798; inhibition, % at 5 µM; purified FXIa, Boc-Glu-Ala-Arg-AMC fluorogenic substrate; P03951;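 active = inhibition of at least 40%; inactive = inhibition below 40%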;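 also: fluorescence of freed AMC excited at 355 nm; 0% = enzyme without compound and 100% = no enzyme blank; many of its hits are not listed in these tables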
Runt-CBFb FRET: inhibitors of human RUNX1 Runt domain binding to CBFb; 0.46% of 220,000 active; Q01196+Q13951; inhibition, % at 20 µM; AID 1496; Cerulean-Runt/Venus-CBFb FRET ratio 530/480, 1 h;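 active = inhibition over about 50% at 20 µM in the single-dose screen, limit read from the data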;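 also: 0% = DMSO wells and 100% = excess unlabeled CBFb competitor control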
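Assay system: Cerulean-Runt domain / Medium: Tris 50 mM pH 7.5, KCl, K2SO4, 0.01% BSA / Timing: protein complex preformed 1 h, compound exposure 1 h, room temperature, dark / Measured by: FRET, excitation 422 nm, emission at 530 and 480 nm / Evaluation: loss of energy transfer signal / Control set: 5 µM unlabeled CBFb as full-inhibition high control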
Hck Nef HTS: human Hck-Nef kinase inhibition; AID 463187; inhibition, % at 20 µM; Recombinant Hck-YEEI plus Nef, Z-Lyte FRET kinase assay; 0.68% of 220,000 active;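 active = Hck-Nef kinase inhibition above about 50%, limit read from the data; inactive = inhibition below that limit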;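 also: 0% = DMSO with Hck plus Nef and 100% = Hck alone without Nef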
Runt-SMMHC FRET: inhibitors of human RUNX1 Runt domain binding to CBFb-SMMHC | 0.74% of 220,000 active | AID 1434 | inhibition, % at 20 µM | Cerulean-Runt/Venus-CBFb-SMMHC FRET ratio 530/480, 1 h | Q01196+Q13951;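 active = mean inhibition across duplicate retests at 20 µM reaching about 50%, limit read from the data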;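 also: 0% = DMSO wells and 100% = wells with excess untagged CBFb-SMMHC; inhibitors lower the FRET ratio by blocking Runt binding to CBFb-SMMHC; some results filed as inactive read as strong as hits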
thrombin 1536: inhibitors of human thrombin | P00734 | alpha-thrombin, Boc-VPR-AMC fluorogenic substrate cleavage | inhibition, % at 5 µM | 0.26% of 220,000 active | AID 1046;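 active = inhibition at or above 40%; inactive = inhibition below 40%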;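 also: 0% = enzyme with no compound and 100% = wells without enzyme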
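Test system: human alpha-thrombin; medium: pH 7.5 Tris-saline with Tween 20; times: reaction at room temperature; signal: AMC fluorescence at 355 nm excitation and 460 nm emission; also added: Boc-VPR-AMC substrate, 15 µM final; dosing: one concentration per compound, 5 µM, with 0.2% DMSO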
Wee1 stabilizer: inhibitors of human Wee1 degradation. 1.2% of 220,000 active. reporter increase, % at 5 µM. HeLa Luc-Wee1K328M stability, luciferase luminescence; 100% = proteasome inhibitor MG132 effect;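 active = activation above the mean of all tested compounds plus 3 SD, set per screening run, cut at about 8.8% in these data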;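 also: cells exposed to compound for 20 h before luminescence read; 0% = DMSO alone and 100% = MG132 at 30 µM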
Target sequence (P30291 whole entry K328M): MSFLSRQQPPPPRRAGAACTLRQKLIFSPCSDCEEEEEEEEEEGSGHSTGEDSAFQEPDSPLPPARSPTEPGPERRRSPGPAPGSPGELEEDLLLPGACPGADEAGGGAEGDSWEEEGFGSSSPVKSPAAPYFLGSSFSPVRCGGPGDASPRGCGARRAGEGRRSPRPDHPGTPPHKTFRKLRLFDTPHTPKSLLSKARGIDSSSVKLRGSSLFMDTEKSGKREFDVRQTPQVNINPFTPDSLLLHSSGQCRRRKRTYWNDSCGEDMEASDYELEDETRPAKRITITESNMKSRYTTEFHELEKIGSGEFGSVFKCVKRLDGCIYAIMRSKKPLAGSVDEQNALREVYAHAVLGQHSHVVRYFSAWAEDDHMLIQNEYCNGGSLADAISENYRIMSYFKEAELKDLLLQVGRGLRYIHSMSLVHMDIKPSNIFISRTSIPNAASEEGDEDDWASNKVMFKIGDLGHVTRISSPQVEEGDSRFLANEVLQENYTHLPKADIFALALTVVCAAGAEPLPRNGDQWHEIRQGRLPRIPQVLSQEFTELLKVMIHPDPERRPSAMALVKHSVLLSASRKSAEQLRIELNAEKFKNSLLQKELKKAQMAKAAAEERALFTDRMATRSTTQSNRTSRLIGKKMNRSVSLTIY
Active calls of the source: *; · = no result given; [ ] = dose if it differs, or a comment.

SMILES | hK5 inh | FXIIa inh | 14-3-3 Bad PPI | FXIa inh 1536 | Runt-CBFb FRET | Hck Nef HTS | Runt-SMMHC FRET | thrombin 1536 | Wee1 stabilizer
O=C1CSC(c2ccc([N+](=O)[O-])cc2)N1CCN1CCCCC1 (stereo not drawn) | -9 | 12 | -7 | 7 | 1 | -28 | 1 | -1 | -2
O=C(CSc1ccc(-c2cccnc2)nn1)c1ccc([N+](=O)[O-])cc1 | -4 | 11 | -17 | -1 | 20 | 26 | 2 | -4 | -2
Clc1ccc(-c2csc(Nc3cccnc3)n2)cc1 | 1 | 4 | -7 | -3 | 1 | 21 | -1 | 0 | 2
CCCCn1nc2cc(C(=O)N[C@H](C)C3CCCCC3)ccc2c1OCC | -26 | 9 | · | -9 | -1 | 0 | 6 | -4 | -4
O=C(CCc1ccccc1)Nc1ncc([N+](=O)[O-])s1 | -5 | 3 | 9 | -2 | -2 | -14 | 106 | -1 | 2
Cc1occc1-c1nnc(SCC(=O)c2ccc(Cl)cc2)n1CC1CCCO1 (stereo not drawn) | -24 | -2 | 6 | 1 | 6 | 0 | 1 | 9 | 4
COc1ccc(Sc2ncnc3onc(C)c23)cc1 | -8 | 5 | -12 | -1 | 0 | 19 | -1 | 4 | 3
O=C(NC1CCCC1)C(c1ccc(Cl)cc1)N(Cc1ccc(F)cc1)C(=O)CCl (stereo not drawn) | -10 | 16 | 24 | 11 | -2 | 0 | 4 | 8 | 2
CC(=O)NC1=NN(C(C)=O)C2(S1)C(=O)N(CC(C)C)c1ccc(C)cc12 (stereo not drawn) | 1 | 4 | -4 | -1 | -1 | 18 | 1 | -5 | 2
O=C(NC(=S)Nc1ccc(Cc2ccncc2)cc1)c1ccccc1F | -1 | 4 | -3 | 0 | -3 | 35 | -3 | 0 | 0
CCn1c(C)nc2cc(C(=O)NNC(=S)Nc3ccc(OC)cc3)ccc21 | -12 | 4 | -7 | -2 | 2 | 15 | 1 | · | 1
O=C(CCc1ccc(S(=O)(=O)NCCc2ccccc2)cc1)Nc1ccc2c(c1)OCCO2 | -6 | 5 | 6[fluorescence artefact?] | 7 | 2 | 0 | 2 | -3 | 1
Fc1ccc(-c2oncc2-c2nnnn2-c2ccccc2)cc1F | 5 | 10 | 6 | 4 | 1 | 1 | 5 | 1 | 0
Cc1ccc(-n2c(N)c(Br)c(=O)[nH]c2=O)cc1C | -5 | -2 | 2 | -5 | -1 | -7 | 0 | 0 | -3
COc1ccc(S(=O)(=O)NCCc2nnc3ccc(SCC(=O)Nc4cc(C)on4)nn23)cc1 | 9 | 7 | -12 | -18 | 1 | 21 | -1 | 0 | 2
COc1ccc(-c2cc(C(=O)Nc3c(C)nn(Cc4ccccc4)c3C)no2)cc1 | -4 | 12 | -8 | 0 | 0 | 3 | 1 | 2 | 0
COc1ccc(C(=O)Nc2ccccc2N2CCCCC2)cc1[N+](=O)[O-] | · | 9 | -4 | 2 | 0 | -5 | -3 | -2 | -1
CCOC(=O)c1[nH]c2ccc(OC)cc2c1NC(C)=O | -1 | 3 | -4 | -5 | -3 | 1 | -7 | -5 | 0
COc1ccc(N2C(=O)c3ccccc3NC2(C)C)cc1 | -6 | 1 | -4 | -2 | -1 | 26 | 1 | 9 | 4
COc1ccc(OC)c(Nc2nc(N)nc(CSc3nnc(-c4ccncc4)o3)n2)c1 | 0 | 9 | -1 | 0 | 0 | 14 | -1 | 0 | 0
Cc1ccc(-n2nc3c([n+]2[O-])CCc2nonc2-3)cc1 | -1 | 6 | -21 | -2 | 1 | 18 | 0 | -3 | -3
CC(C)(C)c1ccc(/C=C/C(=O)N2CCOCC2)cc1 | -22 | 8 | -4[fluorescence artefact?] | 4 | -3 | -3 | 2 | -2 | 5
Cc1cccc([N+](=O)[O-])c1NC(=O)CN(Cc1ccccc1)Cc1ccccc1 | -7 | 14 | -12 | 9 | -2 | 3 | 1 | -7 | 0
CCCCNS(=O)(=O)c1ccc(OCC(=O)OC)cc1 | -4 | 9 | 13 | 5 | -2 | 0 | 1 | 0 | 1
COC(=O)CC(=O)Cc1nc(N)nc(Nc2ccc(C)c(C)c2)n1 | -5 | 14 | -9 | 2 | 0 | -4 | -1 | 4 | 3
C=CCOC(=O)C1=C[C@@H](c2coc3ccccc3c2=O)[C@H](CCCO)[C@@H](OCC)O1 | 0 | 9 | -4 | 0 | -3 | 9 | -3 | -1 | 0
Cc1c(-c2ccccc2)n[nH]c1C(=O)N=Nc1c(O)[nH]c2ccccc12 | 0 | 7 | 8 | 0 | -5 | 26 | -4 | -12 | -2
CCc1ccc(OCC(=O)NC(=S)Nc2ccc(C)cc2C)c(Br)c1 | -5 | 8 | -8 | 7 | 2 | 1 | 0 | 3 | -3
CCOc1ccc(NC(=O)Nc2ccc(N(C)C(C)=O)cc2)cc1 | -24 | 6 | 4 | 2 | 0 | 7 | 1 | -2 | 1
CCN(C(=O)COC(=O)c1cc(OC)c(OC)cc1[N+](=O)[O-])C1CCS(=O)(=O)C1 (stereo not drawn) | -3 | -3 | 1 | 0 | 0 | 28 | -2 | -6 | 0

A stretch from the list above, as a working copy:
SMILES | hK5 inh | FXIIa inh | 14-3-3 Bad PPI | FXIa inh 1536 | Runt-CBFb FRET | Hck Nef HTS | Runt-SMMHC FRET | thrombin 1536 | Wee1 stabilizer
Cc1c(-c2ccccc2)n[nH]c1C(=O)N=Nc1c(O)[nH]c2ccccc12 | 0 | 7 | 8 | 0 | -5 | 26 | -4 | -12 | -2
CCc1ccc(OCC(=O)NC(=S)Nc2ccc(C)cc2C)c(Br)c1 | -5 | 8 | -8 | 7 | 2 | 1 | 0 | 3 | -3
CCOc1ccc(NC(=O)Nc2ccc(N(C)C(C)=O)cc2)cc1 | -24 | 6 | 4 | 2 | 0 | 7 | 1 | -2 | 1
CCN(C(=O)COC(=O)c1cc(OC)c(OC)cc1[N+](=O)[O-])C1CCS(=O)(=O)C1 (stereo not drawn) | -3 | -3 | 1 | 0 | 0 | 28 | -2 | -6 | 0

(listing goes on)
SMILES | hK5 inh | FXIIa inh | 14-3-3 Bad PPI | FXIa inh 1536 | Runt-CBFb FRET | Hck Nef HTS | Runt-SMMHC FRET | thrombin 1536 | Wee1 stabilizer
COc1ccccc1-c1nc2ccccc2c(=O)n1NC(=O)c1cccs1 | -6 | 9 | -8[fluorescence artefact?] | 3 | 0 | 6 | 0 | -3 | -2
C=CCNC(=S)N/N=C/c1ccc(C)s1 | -13 | 17 | -3 | 0 | -2 | 10 | 2 | 3 | -2
Nc1nc(NCc2ccco2)nc(Nc2ccc(F)cc2)c1[N+](=O)[O-] | 1 | 9 | -2 | 1 | 1 | 29 | 0 | -2 | -2
O=S(=O)(NCC(c1ccco1)N1CCN(c2ccccc2F)CC1)c1ccc2c(c1)OCCO2 (stereo not drawn) | -11 | 8 | 4 | 1 | 0 | 1 | -4 | -12 | 0
CC(=O)c1cccc(NC(=O)c2ccc(N(Cc3ccc(C)cc3)S(C)(=O)=O)cc2)c1 | -3 | 9 | -8[fluorescence artefact?] | 0 | -2 | -1 | -4 | 3 | 2
CCOC(=O)c1c(-c2ccccc2)[nH]c2ccc(O)cc12 | -2 | -2 | -9[fluorescence artefact?] | -12 | -1 | 5 | -2 | -6 | 0
C=C(C)C1(O)OC(=O)C=C1OC (stereo not drawn) | 4 | 11 | 0 | 4 | -4 | 13 | -1 | 0 | 5
O=C(Cc1ccc([N+](=O)[O-])cc1)N/N=C/c1ccc([N+](=O)[O-])o1 | -7 | 8 | -11 | -1 | 5 | -4 | 1 | 1 | -1
COC(=O)CNC(=O)C(Cc1c[nH]c2ccccc12)NC(=O)Oc1ccccc1 (stereo not drawn) | 6 | 4 | 4 | 5 | 1 | 22 | -5 | 3 | -2
O=[N+]([O-])c1ccc(NC(=S)N2CCc3ccccc3C2)cc1 | -17 | 7 | -3 | 5 | 3 | -1 | 5 | -5 | 0
COc1ccc(CNC(=O)/C=C/c2cc([N+](=O)[O-])ccc2OC(F)F)cc1 | -14 | -2 | -4 | -3 | 0 | 0 | -1 | -6 | -1
CCOc1ccc(-n2cnnn2)cc1S(=O)(=O)NC1CC1 | -28 | 6 | 10[fluorescence artefact?] | -5 | 1 | 1 | 0 | -9 | -2
Cc1ccc(C)n1-c1ccc(-c2nnco2)cc1 | 21 | -5 | -12 | 1 | 1 | 0 | 3 | 40* | -2
O=C(Nc1ccc2c(c1)OCO2)c1ccc(S(=O)(=O)NCC2CCCO2)cc1 (stereo not drawn) | -24 | -1 | 0 | -11 | 0 | 15 | 2 | 3 | 0
Cn1c(/C=C/N2CCOCC2)c(C(=O)c2ccc(Br)cc2)c(=O)n(C)c1=O | -2 | -4 | -6 | -1 | 0 | 1 | -2 | 2 | -3
CCC(=O)c1ccc(SC(=O)N(C)C)cc1O | 0 | 10 | -7 | 3 | 4 | -3 | 0 | -1 | -1
O=C(Nc1cccc(Cl)c1)Nc1ccccc1C(=O)O | -1 | 5 | -7 | 1 | 1 | 10 | -1 | -2 | 0
COc1cccc(CC(=O)Nc2nc3ccccc3[nH]2)c1 | -26 | -4 | -5 | -9 | 0 | -8 | -4 | -2 | 12*
CC(C)NC(=O)CN(c1cccc(Br)c1)S(C)(=O)=O | 0 | 9 | -8 | 0 | -1 | 2 | -1 | 0 | -1
CC(C)(NC(=O)N1CCCC1)c1cccc(C(C)(C)NC(=O)N2CCCC2)c1 | -16 | -3 | 1[fluorescence artefact?] | 8 | 1 | 0 | -2 | -3 | 2
Cc1nc2sc(C(c3ccco3)N3CC(C)OC(C)C3)c(O)n2n1 (stereo not drawn) | -17 | 8 | -10 | -2 | 32 | 3 | 19 | -5 | -2
O=C(N/N=C/c1cccs1)c1cc(-c2ccc3ccccc3c2)n[nH]1 | 0 | 3 | 8[fluorescence artefact?] | -1 | -1 | 5 | -6 | -5 | 3
O=C(CSc1nnc(-c2cccs2)n1Cc1ccco1)Nc1ccc2c(c1)OCO2 | -5 | 3 | 6 | 5 | 10 | 7 | 3 | 4 | -2
CCCCNS(=O)(=O)c1ccc2nc(-c3cccnc3)cc(C(=O)NCCCN(CC)CC)c2c1 | -2 | 4 | 6 | -3 | 1 | -9 | -1 | -5 | -5
c1ccc(-c2ccccc2OCCCN2CCCC2)cc1 | -11 | 1 | 8 | -7 | -3 | -20 | -3 | -6 | -3
O=C(CS(=O)(=O)Cc1ccccc1)Nc1ccc(S(=O)(=O)N2CCOCC2)cc1 | -5 | 2 | 4 | 7 | 1 | 0 | 0 | -5 | -1
c1ccc(CCn2nnnc2C(c2cccnc2)N2CCN(c3nc4ccccc4s3)CC2)cc1 (stereo not drawn) | -14 | 12 | -2 | -2 | -8 | -5 | -3 | -16 | 1
O=C(Nc1cccnc1)c1ccc(CSc2ccccc2)cc1 | · | 9 | 69 | 1 | 2 | 7 | -3 | 0 | 3

Single entries from the entries so far:
Result of `O=C(CSc1nnc(-c2cccs2)n1Cc1ccco1)Nc1ccc2c(c1)OCO2` under FXIIa inh: 3
Result of `Cc1nc2sc(C(c3ccco3)N3CC(C)OC(C)C3)c(O)n2n1` (stereo not drawn) under Wee1 stabilizer: -2

Source: PubChem BioAssay (several laboratories)
